Screening data: PubChem, several laboratories
Fh CTSL1 inh = cathepsin L1 inhibition, PFM18AAP counter-screen | recombinant F. hepatica cathepsin L1, Z-Leu-Arg-MCA fluorescence | 300,000 compounds, 0.49% hits | inhibition, % at 5.96 µM;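 active means inhibition above the mean of all tested compounds plus 3 SD, set per screening campaign, cut at about 17% in these data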;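 further: 0% = plate median of test compound wells and 100% = 1 µM Z-Phe-Ala-diazomethylketone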
PP5 primary = PP5 (human) phosphatase inhibition. P53041. purified PP5c, OMFP substrate fluorescence. inhibition, % at 6.7 µM. 320,000 compounds, 0.18% hits. AID 1987;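 active means inhibition above the campaign's mean inhibition across all tested compounds plus 3 SD, cut at about 9.5% in these data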;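 further: 0% = DMSO only and 100% = 100 µM cantharidin control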
TPT1 inh = inhibitors of Candida albicans tRNA 2'-phosphotransferase TPT1; 300,000 compounds, 0.81% hits; recombinant caTPT1, FP RNA substrate dephosphorylation; inhibition, % at 5 µM;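 active means inhibition above the mean of all tested compounds plus 3 SD, set per screening campaign, cut at about 24% in these data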;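 further: plate controls were DMSO alone for no effect and ferristatin control at 100 nM for full effect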
PP1 counter = blocks human PP1-alpha phosphatase, a PP5 counter-screen. P62136. purified PP1alpha, OMFP fluorescence. inhibition, % at 6.7 µM. 320,000 compounds, 0.9% hits;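 active means inhibition above the mean inhibition of all tested compounds plus 3 SD, computed separately for each screening campaign, cut at about 15% in these data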
ZTA DNA inh = counter-screen for EBNA-1 inhibitors: inhibitors of Epstein-Barr virus ZTA | P03206 | ZTA-DNA binding, fluorescence polarization | inhibition, % at 11 µM | 320,000 compounds, 0.15% hits | AID 2234; in the data active means inhibition above about 33%
Target sequence (P03206 whole entry, looked up): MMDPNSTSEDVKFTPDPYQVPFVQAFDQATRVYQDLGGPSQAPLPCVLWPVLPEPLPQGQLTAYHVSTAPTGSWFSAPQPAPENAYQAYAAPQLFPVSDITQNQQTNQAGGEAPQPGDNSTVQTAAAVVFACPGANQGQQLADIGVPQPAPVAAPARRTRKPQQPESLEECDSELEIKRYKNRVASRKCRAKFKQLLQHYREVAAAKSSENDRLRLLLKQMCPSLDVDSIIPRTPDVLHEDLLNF
HCV core dimer = HCV core protein dimerization inhibition. TR-FRET GST/Flag-core106 dimerization, 1536-well. inhibition, % at 5 µM. 300,000 compounds, 0.33% hits;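 active means inhibition above the mean of all tested compounds plus 3 SD, set per screening campaign, cut at about 45% in these data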
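Assay system: Tagged HCV core106 pair (GST and Flag) | Buffer or medium: KF-containing HEPES buffer, pH 7.45, DTT, CHAPS, BSA | Also added: Eu donor and XL665 acceptor anti-tag antibodies | Dosing: One concentration, 5 µM, in 0.5% DMSO | Timing: 4 h at 22.5 °C | Technique: TR-FRET 671 and 617 nm emission | Repeats: Singlicate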
EBNA-1 inhibitor = blocks EBNA-1 binding to DNA | EBNA-1 DNA binding, fluorescence polarization | 300,000 compounds, 0.34% hits | inhibition, % at 14.8 µM; in the data active means inhibition above about 28%
Yeast superoxide = caloric restriction mimetics inhibiting age-related superoxide in yeast; S. cerevisiae aged cells, superoxide DHE fluorescence; stronger effect = lower value; superoxide response (% of plate mean), % at 10 µM; 330,000 compounds, 0.18% hits; AID 2690;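 active means superoxide response under a set limit, about three screen SD below normal, cut at about 65% in these data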;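 further: yeast aged for seven days with compound at 30 °C before DHE staining; 100% = average MFI of all compound-treated wells on the plate with controls excluded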
GASC-1 inh = human JMJD2C demethylase inhibition; GST-JMJD2C(1-420) H3K9me3 demethylation, DELFIA europium; inhibition, % at 2.35 µM; 330,000 compounds, 0.069% hits;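 active means more than half of a compound's replicate wells show inhibition beyond 50%, single wells judged on their own value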;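 further: signal counts dimethyl H3K9 product captured on neutravidin plate; 0% = median of DMSO wells and 100% = 0.3 times that DMSO median; strong numbers were not always called active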
Target sequence (Q9H3R0 1-420 limits assumed): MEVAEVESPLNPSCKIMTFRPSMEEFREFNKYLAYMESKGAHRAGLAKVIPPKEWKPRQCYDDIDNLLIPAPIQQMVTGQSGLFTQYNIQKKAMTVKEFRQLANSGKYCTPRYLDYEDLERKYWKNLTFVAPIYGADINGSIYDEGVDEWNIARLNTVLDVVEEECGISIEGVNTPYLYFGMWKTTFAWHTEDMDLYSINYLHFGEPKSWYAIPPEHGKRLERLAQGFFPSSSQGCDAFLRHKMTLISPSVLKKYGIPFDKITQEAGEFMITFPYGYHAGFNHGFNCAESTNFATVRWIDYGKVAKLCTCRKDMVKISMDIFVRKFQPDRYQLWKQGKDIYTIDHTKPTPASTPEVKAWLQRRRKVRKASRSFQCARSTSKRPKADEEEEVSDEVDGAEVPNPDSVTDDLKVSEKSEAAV
Active calls of the source: *; / = no result given.

Start of the data: the first 12 records (preview)
Screens in order – Fh CTSL1 inh, PP5 primary, TPT1 inh, PP1 counter, ZTA DNA inh, HCV core dimer, EBNA-1 inhibitor, Yeast superoxide, GASC-1 inh
1: O=C(Nc1ccc(NC(=O)c2ccco2)nc1)c1ccccn1
 : -1, 4.0, -3, 0, -8, -3, 5, 99, -1
2: CC(c1nccs1)N(C)C(=O)CCc1nnc(Cc2c[nH]c3ccccc23)o1 (centres undefined)
 : -1, 1.6, 4, -3, -5, 0, -7, 97, 16
3: O=C1OC(c2ccccc2)c2ccc3ccccc3c21 (centres undefined)
 : -1, 3.7, -1, 19*, -4, 4, -10, 117, -14
4: COc1ccc2c(c1)c(C(C)=O)c(C)n2-c1ccccc1OC
 : 1, 3.3, -4, 1, -1, 4, -11, 113, -22
5: CC(=O)N1C(O)CC(C)N1c1ccccc1 (centres undefined)
 : -2, -1.4, 1, -3, 2, -3, 2, 112, 5
6: CCOC(=O)c1cc(NC(=O)OC)c(C)nc1C
 : 0, -1.0, -4, 0, 11, -1, 7, 97, -1
7: CSCC(NS(=O)(=O)c1ccc(C)cc1)C(=O)O (centres undefined)
 : 1, -1.1, -4, 4, 4, 0, 10, 95, 4
8: CCNC(=O)c1ccccc1NC(=O)c1cccc(S(=O)(=O)N2CCOCC2)c1
 : -2, -2.0, 3, -2, 13, -9, 8, 101, 8
9: O=C(Nc1ccc2c(c1)OCO2)c1cnn2cccnc12
 : 2, 1.3, 0, 0, 6, 1, 2, 102, -9
10: CCN(CC)CC(=O)Nc1ccc(-c2ccc(NC(=O)CN(CC)CC)c(OC)c2)cc1OC
 : 3, 2.2, 5, 1, -6, 5, -4, 105, -10
11: CC(C)CN1C(=O)NC(NC(=O)c2ccco2)(C(F)(F)F)C1=O (centres undefined)
 : -6, 1.7, -2, -3, -9, -3, 2, 85, -6
12: CC12CCC(C(=O)NCCCn3ccnc3)(OC1=O)C2(C)C (centres undefined)
 : 2, 0.6, 0, -1, 12, 7, -8, 96, -9

All compounds of this part, repeating the preview:
Screens in order – Fh CTSL1 inh, PP5 primary, TPT1 inh, PP1 counter, ZTA DNA inh, HCV core dimer, EBNA-1 inhibitor, Yeast superoxide, GASC-1 inh
1: O=C(Nc1ccc(NC(=O)c2ccco2)nc1)c1ccccn1
 : -1, 4.0, -3, 0, -8, -3, 5, 99, -1
2: CC(c1nccs1)N(C)C(=O)CCc1nnc(Cc2c[nH]c3ccccc23)o1 (centres undefined)
 : -1, 1.6, 4, -3, -5, 0, -7, 97, 16
3: O=C1OC(c2ccccc2)c2ccc3ccccc3c21 (centres undefined)
 : -1, 3.7, -1, 19*, -4, 4, -10, 117, -14
4: COc1ccc2c(c1)c(C(C)=O)c(C)n2-c1ccccc1OC
 : 1, 3.3, -4, 1, -1, 4, -11, 113, -22
5: CC(=O)N1C(O)CC(C)N1c1ccccc1 (centres undefined)
 : -2, -1.4, 1, -3, 2, -3, 2, 112, 5
6: CCOC(=O)c1cc(NC(=O)OC)c(C)nc1C
 : 0, -1.0, -4, 0, 11, -1, 7, 97, -1
7: CSCC(NS(=O)(=O)c1ccc(C)cc1)C(=O)O (centres undefined)
 : 1, -1.1, -4, 4, 4, 0, 10, 95, 4
8: CCNC(=O)c1ccccc1NC(=O)c1cccc(S(=O)(=O)N2CCOCC2)c1
 : -2, -2.0, 3, -2, 13, -9, 8, 101, 8
9: O=C(Nc1ccc2c(c1)OCO2)c1cnn2cccnc12
 : 2, 1.3, 0, 0, 6, 1, 2, 102, -9
10: CCN(CC)CC(=O)Nc1ccc(-c2ccc(NC(=O)CN(CC)CC)c(OC)c2)cc1OC
 : 3, 2.2, 5, 1, -6, 5, -4, 105, -10
11: CC(C)CN1C(=O)NC(NC(=O)c2ccco2)(C(F)(F)F)C1=O (centres undefined)
 : -6, 1.7, -2, -3, -9, -3, 2, 85, -6
12: CC12CCC(C(=O)NCCCn3ccnc3)(OC1=O)C2(C)C (centres undefined)
 : 2, 0.6, 0, -1, 12, 7, -8, 96, -9
13: Cc1ccc(-n2nnc3c(SCC(=O)NCc4ccco4)ncnc32)cc1
 : 1, -1.8, -3, -2, 11, 22, 3, 124, 0
14: O=C(N/N=C/c1cccc([N+](=O)[O-])c1)c1ccccc1-n1cccc1
 : -2, 0.0, -1, -2, -16, -1, 6, 109, -2
15: O=S(=O)(CCN1CCN(c2ccccn2)CC1)c1ccc(F)cc1
 : -5, -0.2, -4, -5, -9, 0, -7, 107, -5
16: CCSc1nnc(CCNS(=O)(=O)c2ccc(C(C)=O)cc2)n1C
 : -4, 2.2, -1, 1, 3, 5, -12, 91, 5
17: CC(=O)Nc1ccc(NC(=O)C(C)OC(=O)CSCc2cccc(Cl)c2)cc1 (centres undefined)
 : -46, -2.1, -2, -4, 5, -5, 4, 106, -3
18: COC(=O)CC1C(=O)NCCN1C(=O)c1cc([N+](=O)[O-])ccc1Cl (centres undefined)
 : -2, 0.8, -7, 4, -12, -11, 4, 104, -4
19: CNC(=O)NNC(=O)c1nc(-c2ccccc2)c(C)o1
 : -1, -1.3, -1, 1, 0, -1, 6, 98, -2
20: O=C(NCc1cccnc1)c1ccc2c(c1)N(Cc1ccccc1)CCS2
 : 6, 4.0, -2, 13, -23, 6, -12, 100, -2
21: O=C1CC(C(=O)Nc2ccc(F)cc2)S/C(=N\N=C\c2ccco2)N1 (centres undefined)
 : 6, 0.7, -5, 0, 0, -7, -4, 96, -1
22: O=C(O)CC1S/C(=N\N=C2CCCCCCC2)N(c2ccccc2)C1=O (centres undefined)
 : 0, 2.0, 0, 3, 1, -1, -9, 96, 1
23: CC(=O)c1cnn(-c2nc3c(C)cccc3s2)c1C
 : 3, 2.0, -2, 1, 16, 10, 6, 107, 5
24: CCc1cc(C(=O)Nc2cc(S(=O)(=O)N(CC)CC)ccc2N2CCN(C)CC2)sc1C
 : -1, -0.6, 0, -2, 2, 5, -5, 99, 2
25: COc1cccc(Nc2nc(-c3cccnc3)cs2)c1
 : 0, 1.3, 1, -2, 8, -10, 1, 102, 4
26: O=C(NCCCN1CCCC1=O)Nc1cc(Cl)ccc1Cl
 : 1, 2.5, 2, 1, -3, -1, 10, 95, 10
27: Cc1[nH]c2ccccc2c1/C=N/NC(=O)CNC(=O)c1ccc2c(c1)OCCO2
 : 0, -0.3, -1, -3, 0, 0, -1, 107, 5
28: O=C(NOC(=O)c1ccccc1Cl)c1cccs1
 : 0, 0.5, 2, 0, 1, 1, -6, 94, 7
29: O=C(CCn1nnc2ccccc21)OCC(=O)c1ccc([N+](=O)[O-])cc1
 : -5, 0.1, 2, 2, 14, 4, -6, 87, 15
30: CCOC(=O)c1csc(NC(C)=O)n1
 : -3, -0.9, 0, 3, 8, 1, -6, 90, 8
31: O=C(CSc1cn[nH]n1)Nc1ccccc1F
 : 4, 0.2, 0, -3, -2, -1, -10, 98, 6
32: COc1ccc([N+](=O)[O-])cc1NS(=O)(=O)c1cccc(C(=O)O)c1
 : -5, -3.8, 1, -6, -3, 1, -6, 94, -4
33: CCOC(=O)c1c(C)[nH]c(C)c1S(=O)(=O)NC(C)Cc1ccco1 (centres undefined)
 : -4, -1.2, 1, 0, 0, -2, -1, 107, -3
34: Cc1ccc(-n2c(C)cc(C=C3C(=O)CC(C)(C)CC3=O)c2C)cc1
 : -2, -0.4, 2, -1, 1, 3, 2, 119, 6
35: CN(C)/C=N/c1ncc(C(=O)c2ccc3ccccc3c2)s1
 : 1, 1.7, -3, -2, 5, 3, 4, 106, 5
36: COc1ccc(S(=O)(=O)N2CCCC(C(=O)NC3CCCCC3)C2)cc1 (centres undefined)
 : -1, -0.1, -2, 0, 4, -4, 6, 100, 2
37: CCc1ccc(NC(=O)CCS(=O)(=O)c2ccc(Br)cc2)cc1
 : 1, 1.0, 1, -1, -3, 1, 6, 118, 4
38: C=CCOc1ccccc1/C=N/n1nnnc1N
 : 4, -0.7, -4, -2, -1, 3, -3, 88, -21
39: CCCCNC(=S)N(C)/N=C/c1ccc(OCC(=O)Nc2ccc(OC)cc2)c(OC)c1
 : 2, 2.4, -6, 2, -8, 6, -4, 111, -27
40: CC(C)c1ccc(C(=O)NCCCc2ccccc2)cc1
 : 1, 1.8, -4, -4, 5, 2, 6, 105, 0
41: CS(=O)(=O)N1CCC(Oc2ccccc2C(=O)NC2CCCCCC2)CC1
 : 3, -0.1, -7, 4, -16, -4, -11, 110, 18
42: O=C(Cn1nc(-c2ccccc2)c2ccccc2c1=O)NCCO
 : -1, 0.8, 1, 0, -2, -4, 5, 109, 14
43: COc1cccc(N/C(SC)=C(/C#N)C(=O)NCc2cccs2)c1
 : 6, 1.9, 0, -6, 0, 5, 7, 101, 6
44: Nc1nnn(CC(=O)N/N=C/C=C/c2ccccc2)n1
 : 1, 1.5, -1, -5, 4, 4, 0, 93, 4
45: Cc1ccc(NC(=O)COC(=O)C2CSC3(C)CCC(=O)N23)c(C)c1 (centres undefined)
 : /, 3.6, /, 4, -5, /, /, 101, 4
46: COc1ccc(S(=O)(=O)N2CCCCCC2)cc1NC(=O)c1ccccc1S(C)(=O)=O
 : /, 1.6, /, -5, 1, /, /, 118, 9
47: Cc1ccc(-n2c(SCC(=O)N3CCOCC3)nnc2-c2ccncc2)cc1C
 : -5, 0.4, 0, -3, 1, 0, -11, 83, 0
48: CC(=O)c1cc(C)ccc1OC(=O)c1cccc2nc(C)oc12
 : -3, -4.5, -4, -1, -1, 4, 81*, 111, -5
49: Cc1cccc(COCC(Cc2ccccc2)N2CCN(C(=O)c3cccc(Cl)c3)CCC2=O)c1 (centres undefined)
 : 2, 1.6, 1, 3, -5, 0, 0, 93, -2
50: COc1ccc(-c2ccc(SCC(=O)N3CC(=O)Nc4ccccc43)nn2)cc1
 : -3, -0.3, -2, 0, 8, 8, 13, 131, 4
51: COc1ccc(Cl)cc1C(=O)NNC(=O)C1COc2ccccc2O1 (centres undefined)
 : 0, -1.0, 2, 1, 10, -5, 0, 111, 26
52: Cc1ccc(CNC(=O)CCC(=O)Nc2nnc(C(C)C)s2)cc1
 : -2, 0.7, -1, -2, 1, 8, 4, 89, -1
